From PubChem
p53 reactivation – restores transcriptional activity of mutant p53; H1299 p53-A138V BP100-luciferase reporter, luminescence, 24 h; Potency, µM (doses to about 92.2 µM), for inactives: at the highest dose activity change, positive = activation, actives largely listed as activators; 320,000 compounds, 0.063% hits; AID 504706; also: % of control where 0% means no effect; nearly all actives have a fitted effect of over 45% in size
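H1299 (p53-null), stable ts p53-A138V + BP100-Luc; 1000 cells/well, Opti-MEM/10% FBS; cpd 4 pt, 1:5; 24 h, 37 deg C, 5% CO2; detection reagent 10 min RT; luminescence.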
MBNL1 CUG block – inhibitors of human MBNL1 binding to CUG repeat RNA; Potency, µM (doses to about 57.5 µM), for inactives: top-dose activity change, negative = inhibition, most hits filed as inhibitors; 280,000 compounds, 0.036% hits; Q9NR56; TR-FRET MBNL1-His/biotin-(CUG)12 binding, 665/545 ratio; active = well fitted inhibition curve with a large enough effect in the signal ratio, with a control signal flat, not every such curve was filed as active; inconclusive = small, poorly fitted or top-dose-only effect, or effect the other way, or a change in a side signal; inactive = no such curve, though single readings can be large or run the other way; the % refers to the signal ratio; also: % is scaled to controls: 0 for no effect and ±100 for the full control effect
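TR-FRET readout: Ex 340 nm, 665/545 nm emission ratio, normalized to buffer-only (basal) and MBNL1-(CUG)12 controls. Complex of MBNL1-His with Biotin-(CUG)12, compounds 92 nM–58 uM, incubated 60 min at room temperature.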
Gal4-VP16 FLuc – Gal4-VP16 reporter inhibition counter-screen | Drosophila S2 Gal4-VP16 UAS-luciferase, luminescence, 20 h | Potency, µM (highest dose often 53.6 µM), for the others: at the top dose activity, negative = inhibition, most hits filed as inhibitors | 310,000 compounds, 3.5% hits;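 also: Gal4-VP16 expression switched on by copper sulfate through the metallothionein promoter; % is scaled to controls: 0 for no effect and ±100 for the full control effect; nearly all actives have a fitted effect of over 50% in size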
NPC1 prom act – activates the NPC1 promoter. 320,000 compounds, 2.4% hits. Huh7 NPC1 promoter luciferase reporter, 24 h. Potency, µM (highest dose often 9.22 µM), for the others: top-dose activation, actives largely listed as activators;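 also: % of control where 0% means no effect; nearly all actives have a fitted effect of over 60% in size; reporter is driven by a mutant NPC1 promoter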
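NPC1 promoter–luciferase Huh7 cells; 24 h compound; luminescence.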
uPA surface inh – inhibitors of cell surface uPA generation; AID 540303; 330,000 compounds, 0.31% hits; Potency, µM (highest dose often 38.3 µM), without a hit: top-dose activity change, negative = inhibition, usual class: inhibitors; cell surface uPA generation assay, qHTS; active = well fitted inhibition curve with a large enough effect; inconclusive = small, poorly fitted or top-dose-only effect; inactive = no such curve, though single readings can be large or run the other way; tested in mouse RAW 264.7 cells; also: % is scaled to controls: 0 for no effect and ±100 for the full control effect; nearly all actives have a fitted effect of over 55% in size
FLuc counter – firefly luciferase modulation, counter-screen for miR-21 project | P08659 | purified FLuc, Km substrates, luminescence inhibition | Potency, µM (top dose mostly 57.5 µM), for the others: at the highest dose activity change, negative = inhibition, actives largely listed as inhibitors | 360,000 compounds, 6.9% hits;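 also: plate controls were vehicle for no effect and reference inhibitor for full effect; nearly all actives have a fitted effect of over 55% in size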
Target sequence (P08659 whole entry, looked up): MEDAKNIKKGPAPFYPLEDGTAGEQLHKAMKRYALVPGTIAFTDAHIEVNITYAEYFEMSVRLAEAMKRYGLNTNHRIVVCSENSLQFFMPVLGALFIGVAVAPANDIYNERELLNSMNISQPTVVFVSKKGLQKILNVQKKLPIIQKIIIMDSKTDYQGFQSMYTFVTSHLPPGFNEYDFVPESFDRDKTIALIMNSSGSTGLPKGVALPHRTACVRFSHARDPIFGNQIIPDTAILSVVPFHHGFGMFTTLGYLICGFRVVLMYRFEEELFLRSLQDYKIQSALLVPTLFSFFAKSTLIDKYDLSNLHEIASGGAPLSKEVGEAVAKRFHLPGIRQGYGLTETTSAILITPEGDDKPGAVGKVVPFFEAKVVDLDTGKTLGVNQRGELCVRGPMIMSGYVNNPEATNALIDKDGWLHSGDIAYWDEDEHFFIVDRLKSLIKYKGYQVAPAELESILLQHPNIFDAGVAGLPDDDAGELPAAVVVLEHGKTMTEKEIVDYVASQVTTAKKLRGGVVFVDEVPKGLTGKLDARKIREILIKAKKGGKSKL
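Biochemical qHTS of compounds, final roughly 60 µM downward over six points, against 10 nM purified firefly luciferase using Km concentrations of substrates (10 uM D-luciferin, 10 uM ATP) in Tris acetate pH 7.5 buffer; luminescence output.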
BRCA1 expr act – increases BRCA1 expression; MCF7-BRCA1-FFLuc reporter, luminescence, 48 h; response scale: scaled: vehicle 0%, 10 µM genistein 100%; 380,000 compounds, 1.1% hits; Potency, µM (titrated, usually from 46.1 µM), for the others: at the highest dose activation, actives largely listed as activators; AID 624202; also: nearly all actives have a fitted effect of over 80% in size; some results filed as inactive show a strong effect at the top dose
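Luminescence from a BRCA1-driven firefly luciferase in MCF7 cells was read after 48 h compound exposure at 37 C. Data normalized against DMSO and a 10microM genistein activation control, then curve-fitted across the titration.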
Rab9 promoter act – activators of Rab9 promoter. Huh7 Rab9 promoter-luciferase reporter, luminescence, 24 h. Potency, µM (top dose mostly 9.22 µM), for inactives: at the highest dose activation, negative = inhibition, usual class: activators. 320,000 compounds, 2.8% hits. AID 485297; also: % of control where 0% means no effect; nearly all actives have a fitted effect of over 60% in size
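Cell-based reporter: Huh7 stable for Rab9 promoter-driven luciferase, plated in reduced-serum medium with 10% FBS at 1500 cells/well, compound-treated 24 h at 37 °C, luminescence read after 10 min reagent.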
RORgamma inh – blocks mouse ROR gamma transcriptional activity; Potency, µM (highest dose often 53.6 µM), without a hit: top-dose activity change, negative = inhibition, most hits filed as inhibitors; P51450; 310,000 compounds, 5.4% hits; Drosophila S2 Gal4-RORgamma UAS-luciferase reporter, 20 h; also: % is scaled to controls: 0 for no effect and ±100 for the full control effect; nearly all actives have a fitted effect of over 60% in size
Target sequence (P51450 whole entry, looked up, the tested form may be a part): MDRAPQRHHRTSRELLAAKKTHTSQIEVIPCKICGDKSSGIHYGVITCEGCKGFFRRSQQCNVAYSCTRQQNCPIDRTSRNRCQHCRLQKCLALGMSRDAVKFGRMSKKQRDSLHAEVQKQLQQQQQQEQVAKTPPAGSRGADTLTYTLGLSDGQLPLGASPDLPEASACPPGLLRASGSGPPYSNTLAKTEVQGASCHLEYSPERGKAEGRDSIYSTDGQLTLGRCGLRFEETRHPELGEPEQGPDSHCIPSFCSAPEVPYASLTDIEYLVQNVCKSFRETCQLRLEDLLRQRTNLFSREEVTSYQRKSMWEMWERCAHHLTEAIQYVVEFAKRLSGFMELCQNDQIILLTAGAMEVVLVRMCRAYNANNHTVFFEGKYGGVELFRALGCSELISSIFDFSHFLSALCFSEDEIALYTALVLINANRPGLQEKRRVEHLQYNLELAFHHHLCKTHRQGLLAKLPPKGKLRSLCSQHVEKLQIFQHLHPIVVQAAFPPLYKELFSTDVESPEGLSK
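Drosophila S2 cells stably expressing Gal4-DBD/mouse RORγ fusion under metallothionein promoter plus UAS-luciferase; compound 1 h, then 700 uM CuSO4 induction for 20 h at ambient temperature; inhibition read as reduced luminescence.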
ELG1 genotoxic – genotoxicity induction in ELG1-luciferase HEK293T cells | HEK293T ELG1-luciferase reporter, luminescence, 16 h | Potency, µM (series often up to 46 µM), inactives show at the top dose activity change, positive = activation, hits mostly activators | 330,000 compounds, 1.3% hits | AID 504466; also: % of control where 0% means no effect; nearly all actives have a fitted effect of over 60% in size
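Screening used a luciferase reporter fused to human ELG1 in HEK293T cells. Luminescence was read on a CCD plate imager after 16 hr exposure and 30 min ONE-Glo incubation.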
Starred values were filed as active, the others as inactive; ? = inconclusive; . = not tested or not shown; [ ] = dose if it differs, or a comment. Unless noted, calls follow the shape of the dose curve; as a rule, active = well fitted curve in the direction sought with a large enough effect; inconclusive = small, poorly fitted or top-dose-only effect, or another doubt; inactive = no such curve, though single readings can be large; an effect the other way counts as inactive or inconclusive. Potency is read from the fitted curve at half-maximal effect. Compounds were not picked by outcome. Share with any hit: about 13%.

no.	SMILES	p53 reactivation	FLuc counter	RORgamma inh	uPA surface inh	Rab9 promoter act	BRCA1 expr act	ELG1 genotoxic	Gal4-VP16 FLuc	MBNL1 CUG block	NPC1 prom act
1	Cc1c(Br)c([N+](=O)[O-])nn1C(C)C(=O)NCc1ccco1 (stereo not given)	12%	12%	?	-5%	10%	-15%	-2%	0%	15%	-6%
2	CCCNC(=O)CC(NS(=O)(=O)c1ccc(Cl)cc1)c1ccco1 (stereo not given)	12%	-2%	16%	-4%	0%	-29%	2%	-4%	-3%	1%
3	Cc1ccc2nc(SCC(=O)NCc3ccc(S(N)(=O)=O)cc3)[nH]c2c1	7%	-2%	0%	-116%	-3%	-4%	1%	-1%	0%	0%
4	COc1ccc(-n2c(Cc3cccn3C)nnc2SCC(=O)NCC2CCCO2)cc1 (stereo not given)	4%	-1%	-12%	8%	0%	6%	1%	-10%	-12%	1%
5	CN(C)c1ccc(-c2nn3c(C4CCCCC4)nnc3s2)cc1	-6%	2%	-17%	1%	-2%	-3%	0%	2%	10%	-5%
6	CC(=O)N1c2ccccc2N2C(c3c(C)c(C)cc(C)c3C)=NON12	-10%	-4%	8%	-25%	-6%	-23%	-6%	4%	-5%	-2%
7	CCCc1cc(=O)oc2cc(OCC(=O)NCc3cccs3)ccc12	-13%	1%	-12%	8%	0%	7%	1%	-14%	-11%	1%
8	COc1ccc(C2C(C(=O)OC(C)C)=C(C)N=c3s/c(=C\c4cccs4)c(=O)n32)cc1 (stereo not given)	-4%	0%	0%	10%	-2%	-25%	-3%	-10%	1%	-12%
9	C=CCC[C@@H](Cc1ccc(F)cc1)C(=O)O[C@H](CNC(=O)[C@@H](CC=C)CC(=O)N[C@H](CO)Cc1ccccc1)c1ccccc1	-1%	.	.	-20%	.	-9%	2%	.	.	.
10	CCOC(=O)c1ccccc1NC(=O)COC(=O)CCC(=O)c1ccc(C)cc1	10%	?	.	11%	-5%	-9%	1%	.	.	-9%

A different layout for some results above:
#5 CN(C)c1ccc(-c2nn3c(C4CCCCC4)nnc3s2)cc1
  p53 reactivation: -6%; FLuc counter: 2%; RORgamma inh: -17%; uPA surface inh: 1%; Rab9 promoter act: -2%; BRCA1 expr act: -3%; ELG1 genotoxic: 0%; Gal4-VP16 FLuc: 2%; MBNL1 CUG block: 10%; NPC1 prom act: -5%

#3 Cc1ccc2nc(SCC(=O)NCc3ccc(S(N)(=O)=O)cc3)[nH]c2c1
  p53 reactivation: 7%; FLuc counter: -2%; RORgamma inh: 0%; uPA surface inh: -116%; Rab9 promoter act: -3%; BRCA1 expr act: -4%; ELG1 genotoxic: 1%; Gal4-VP16 FLuc: -1%; MBNL1 CUG block: 0%; NPC1 prom act: 0%

#7 CCCc1cc(=O)oc2cc(OCC(=O)NCc3cccs3)ccc12
  p53 reactivation: -13%; FLuc counter: 1%; RORgamma inh: -12%; uPA surface inh: 8%; Rab9 promoter act: 0%; BRCA1 expr act: 7%; ELG1 genotoxic: 1%; Gal4-VP16 FLuc: -14%; MBNL1 CUG block: -11%; NPC1 prom act: 1%

#6 CC(=O)N1c2ccccc2N2C(c3c(C)c(C)cc(C)c3C)=NON12
  p53 reactivation: -10%; FLuc counter: -4%; RORgamma inh: 8%; uPA surface inh: -25%; Rab9 promoter act: -6%; BRCA1 expr act: -23%; ELG1 genotoxic: -6%; Gal4-VP16 FLuc: 4%; MBNL1 CUG block: -5%; NPC1 prom act: -2%

Next records:
no.	SMILES	p53 reactivation	FLuc counter	RORgamma inh	uPA surface inh	Rab9 promoter act	BRCA1 expr act	ELG1 genotoxic	Gal4-VP16 FLuc	MBNL1 CUG block	NPC1 prom act
11	C#CCNC(=O)C1=C[C@H](c2ccc(Br)cc2)[C@@H](CCCO)[C@H](OCC)O1	-9%	-1%	34%	11%	2%	-4%	-3%	-6%	2%	-6%
12	CCOP(=O)(OCC)c1nc(-c2ccc(Cl)cc2Cl)oc1N1CCOCC1	-6%	5%	15%	2%	-7%	-13%	5%	0%	-1%	-1%
13	CCOC(=O)c1c(C)nc2c(c1-c1ccccc1)C(=O)c1ccccc1-2	-5%	-15%	10%	.	-3%	5%	-2%	-1%	-6%	1%
14	O=C(COC(=O)c1ccc(S(=O)(=O)Nc2ccccc2)cc1)NCCN1C(=O)CSC1=O	9%	-1%	2%	0%	-4%	-9%	-3%	3%	-6%	2%
15	O=C(CN1CCN(c2ccc(F)cc2)CC1)c1ccc(O)cc1O	3%	0%	-2%	-6%	0%	6%	1%	-3%	?	-1%
16	CC1(C)Cc2cccc(C(=O)Nc3ccc(F)cc3F)c2O1	16%	-1%	1%	12%	-7%	-2%	-4%	-7%	-11%	-2%
17	N#Cc1ccc(Cn2c(=O)oc3ccccc32)cc1	-5%	-6%	-24%	2%	-3%	-10%	0%	-6%	9%	-4%
18	COc1ccc(-c2cc(C(=O)N3CCN(c4ncccn4)CC3)c3ccccc3n2)c(OC)c1	-20%	?	-2%	2%	-6%	-14%	-6%	3%	2%	-1%
19	N#CCC1c2ccccc2CCN1C(=O)Nc1cccc(C(F)(F)F)c1 (stereo not given)	0%	1%	?	.	2%	-23%	-7%	?	-9%	1%
20	O=C(COC(=O)c1c(Cl)ccc(Cl)c1Cl)NC1CCS(=O)(=O)C1 (stereo not given)	0%	-4%	6%	-3%	-7%	-4%	4%	2%	-3%	-4%
21	CN(C)c1ccc(C(=O)OCC(=O)NCC2CCCO2)cc1 (stereo not given)	3%	0%	3%	1%	0%	-2%[1.84 µM]	1%	12%	-1%	0%
22	O=C(CN1CCSCC1)N1CCc2[nH]c3ccc(Br)cc3c2C1	-12%	2%	22%	.	1%	.	-5%	-1%	-9%	-2%
23	Cc1ccc(CNC(=O)C(C)OC(=O)c2cccs2)cc1 (stereo not given)	-5%	2%	4%	3%	-7%	4%	-1%	-6%	-13%	-1%
24	CCCc1nnc(SCC(=O)N2CCCC(C)C2)n1CCOC (stereo not given)	-3%	-2%	13%	3%	0%	4%	0%	5%[10 µM]	-6%	5%
25	CSCC[C@H](NC(=O)OC(C)(C)C)C(=O)N1CCC(C(=O)N[C@@H](C)C(=O)O)CC1	6%	3%	-18%	.	5%	-9%	3%	-16%	-14%	1%
26	Cc1cc(C(=O)NN=C2CC(=O)CC(C)(C)C2)c(C)o1	-1%	.	.	-1%	.	1%	0%	.	.	.
27	CCOC(=O)C1C(=O)CC(C)(O)C(C(=O)OCC)C1c1cccs1 (stereo not given)	1%	0%	-1%	-1%	-1%	1%	-7%	-8%	-7%	1%
28	Cc1ccc(-c2n[nH]c(S(C)(=O)=O)c2C#N)cc1	16%	?	19%	2%	16%	29%	3%	14%	.	13%
29	CCCCCCNC(=O)CCNS(=O)(=O)c1ccc(C)cc1	0%	-13%	4%	4%	7%	0%	0%	-9%	-4%	1%
30	COc1ccc(C(=O)Nc2cccc(C(=O)NCc3ccco3)c2)cc1	-2%	12µM*	28%	-7%	17%	40%	2%	-8%	0%	18%
31	COc1ccc(-c2nc3ccccc3o2)cc1NC(=O)c1ccc(Br)o1	3%	-12%	21%	-7%	0%	-12%	9%	-6%	8%	10%
32	CC(C)(C)c1cc(C(=O)NNc2cc(C(F)(F)F)ccc2Cl)n(Cc2ccccc2)n1	18%	-3%	?	-20%	17%	-68%	-9%	8.9µM*	.	1%
33	Cc1cccc(NC(=S)N2CCN(S(=O)(=O)c3ccccc3)CC2)c1	2%	-2%	?	-2%	-1%	-5%	5%	5%	-8%	3%
34	CS(=O)(=O)N1CC(C(=O)NC2CCCC2)Oc2ccc(Cl)cc21 (stereo not given)	-3%	-2%	33%	3%	-2%	9%	-3%	-8%	-6%	-7%
35	O=C(Nc1cc(S(=O)(=O)N2CCCC2)ccc1Cl)c1cc(F)c(F)c(F)c1F	-4%	.	.	-5%	.	-46%	-1%	.	.	.
36	Cc1ccc(C(=O)N2CCCCC2)cc1S(=O)(=O)N1CCCC1	-9%	0%	7%	2%	-3%	3%	-4%	-4%	-8%	-4%
37	Cc1ccccc1Nc1nc(N)nc(COC(=O)c2ccc([N+](=O)[O-])o2)n1	-8%	4%	.	-3%	0%	-3%	3%	.	.	0%
38	c1ccc(C(c2nnnn2Cc2ccco2)N2CCN(C3CCCC3)CC2)cc1 (stereo not given)	10%	2%	-10%	-5%	-2%	-22%	-6%	-7%	2%	-1%
39	CC1CCN(c2c(NCC3CCC(C(=O)Nc4ccccn4)CC3)c(=O)c2=O)CC1 (stereo not given)	-9%	-3%	29%	1%	-5%	-8%	0%	0%	-13%	0%
40	CN(C)C(=O)c1ccc(NS(=O)(=O)c2ccc3c(c2)OCCO3)cc1	.	-2%	.	1%	-3%	-9%	-2%	.	-2%	-2%
41	COCCCNC(=S)N1CCN(S(=O)(=O)c2ccc(OC)cc2)CC1	1%	0%	13%	7%	3%	-1%	0%	-5%	2%	-3%
42	COC(=O)[C@@]1(Cc2ccccc2)[C@H]2C(=O)N(C)C(=O)[C@H]2[C@H]2CN=C(SCc3ccc(C)cc3)N21	-10%	.	.	-49%	.	-32%	-3%	.	.	.
43	CC12COC3(C(=O)Nc4ccccc4)CC1CCC32C (stereo not given)	-2%	-2%	?	-1%	0%	-6%	0%	-10%	-2%	-6%
